CCHFV vOTU inh: CCHFV vOTU protease inhibitors, primary screen, biochemical, Pep-AMC substrate, fluorescence | inhibition, % at 11.5 µM | 0.55% of 370,000 active; in the data active = inhibition above about 30%; also: 0% = vehicle wells with enzyme and 100% = no enzyme wells
TcdB GH inh: TcdB glycohydrolase inhibitors, primary screen, biochemical, single point, plate reader; 0.24% of 350,000 active; TcdB glycohydrolase enzymatic assay; inhibition, % at 9.99 µM; in the data active = inhibition above about 10%
PrPC surface inh: inhibitors of human cell surface prion protein PrPC, primary screen, cell-based, TR-FRET. Major prion protein (Homo sapiens), P04156. TR-FRET read-out. inhibition, % at 13.8 µM. 0.43% of 370,000 active. AID 720596, 2013; in the data active = inhibition above about 24%; also: 0% = median of the test wells and 100% = reference compound wells
Active calls of the source: *; & = joins results of further samples. Not all compounds are listed, so the mix of outcomes need not match the whole.

SMILES | CCHFV vOTU inh | TcdB GH inh | PrPC surface inh
N#Cc1ccc(OCCCN2CCC(C(O)(c3ccccc3)c3ccccc3)CC2)cc1 | -3 | 0.4 | -17
O=c1cc(CN2CCCCC2)c2ccccc2o1 | 11 | -0.1 | 2
Nc1nc(=O)n(C2OC(CO)C(O)C2O)cc1F (stereo unspecified) | 1 | 0.1 | -1
CCOC(=O)C1=CCN(S(=O)(=O)c2ccc(Br)cc2)C1c1ccc(F)cc1 (stereo unspecified) | 8 | 0.9 | 4
O=C(Nc1cc(C(F)(F)F)cc(C(F)(F)F)c1)O[C@@H]1c2ccccc2[C@@H]2Cc3csc[n+]3[C@H]12 | 16 | -7.4 | 8
O=S1(=O)N[C@H](Cc2ccccc2)COc2cccc(N3CCC[C@H]3CO)c21 | 4 | 0.7 | -2
CCCCCCN1CCN(C2CN(CCc3ccccc3)S(=O)(=O)C2)CC1 (stereo unspecified) | 19 | -0.5 | 13
CCCN(C)C1CN(Cc2cn(Cc3cccc(C(F)(F)F)c3)nn2)S(=O)(=O)C1 (stereo unspecified) | 2 | 0.5 | 1
Nc1ncnc2c1ncn2[C@@H]1O[C@H](C(=O)N[C@@H](CCc2ccccc2)C(=O)O)[C@@H](O)[C@H]1O | -8 | -6.2 | 2
COC(=O)/C=C1\OC(C2CC2)c2ccccc21 (stereo unspecified) | 0 | 2.4 | 8
COc1c2c(cc3c1c(=O)c1ccccc1n3C)OCO2 | -57 | 0.3 | -5
CC(=O)N(C)C[C@@H]1OCc2ccccc2-c2c(n(C)c3ccccc23)C(=O)N([C@@H](C)CO)C[C@@H]1C | 11 | 0.4 | -1
CC1(C)OC(=O)C2=C(C[C@@H](C3CCCCC3)O[C@H]2c2ccc(F)cc2)O1 | 10 | 1.0 | 1
Cc1ccc(OCCCN2CCC(C(O)(c3ccccc3)c3ccccc3)CC2)cc1 | 17 | 0.7 | -16&-25
Cc1ccc(OC2CCN(C(=O)[C@@H](Cc3ccccc3)NC(=O)[C@H]3O[C@@H](n4ccc(=O)[nH]c4=O)[C@H](O)[C@@H]3O)CC2)cc1 | -1 | 3.4 | -4
C[C@H](O)[C@@H]1C(=O)N2CCc3c([nH]c4cccc(-c5ccccc5)c34)[C@@H]2C[C@@H]1N(C)C(=O)c1ccco1 | -46 | 2.1 | 1
NC(=O)c1ncn([C@@H]2O[C@H](C(=O)N[C@H](Cc3ccccc3)C(=O)N3CCN(c4ccc(Cl)cn4)CC3)[C@@H](O)[C@H]2O)n1 | 4 | 1.2 | 0
COc1ccccc1C(=O)N1CCN(C(=O)[C@H]2O[C@@H](n3cnc4c(N)ncnc43)[C@H](O)[C@@H]2O)CC1 | 3 | 0.8 | -5
CCCC(=O)Nc1c(-c2ccccc2)[nH][nH]c1=O | 4 | -14 | -8
COC(=O)C1=C(C)N(Cc2cccc(C(F)(F)F)c2)C(=NCC2CC2)NC1c1cccc(F)c1 (stereo unspecified) | 15 | 1.6 | -11
COC(=O)C1=C(C)N(C)C(=NCC2CC2)NC1CCc1ccccc1 (stereo unspecified) | 22 | 0.5 | 2
COC(=O)c1cc(=O)nc(NN=C(C)C)s1 | 3 | 0.1 | -7
CC1(C(=O)NCc2ccccc2)CSCC(=O)N1CCOc1ccccc1 (stereo unspecified) | 9 | 0.4 | 2
COC(=O)[C@]12C[C@H](CC(=O)N3CCC(c4ccccc4)CC3)C(=O)N(CCC3=CCCCC3)C1=C[C@H](C(C)(C)C)O[C@@H]2C | 12 | -4.3 | 6
CN1OC[C@@H]2CN(C(=S)NCCc3ccccc3)[C@H](c3ccccc3Br)C[C@@H]21 | -1 | 2.8 | -4

Individual results from above:
COc1ccccc1C(=O)N1CCN(C(=O)[C@H]2O[C@@H](n3cnc4c(N)ncnc43)[C@H](O)[C@@H]2O)CC1 | TcdB GH inh: 0.8
CC(=O)N(C)C[C@@H]1OCc2ccccc2-c2c(n(C)c3ccccc23)C(=O)N([C@@H](C)CO)C[C@@H]1C | CCHFV vOTU inh: 11
Nc1ncnc2c1ncn2[C@@H]1O[C@H](C(=O)N[C@@H](CCc2ccccc2)C(=O)O)[C@@H](O)[C@H]1O | CCHFV vOTU inh: -8
COC(=O)[C@]12C[C@H](CC(=O)N3CCC(c4ccccc4)CC3)C(=O)N(CCC3=CCCCC3)C1=C[C@H](C(C)(C)C)O[C@@H]2C | CCHFV vOTU inh: 12
COC(=O)c1cc(=O)nc(NN=C(C)C)s1 | CCHFV vOTU inh: 3

(further entries)
SMILES | CCHFV vOTU inh | TcdB GH inh | PrPC surface inh
O=C(O)CCl | -4 | 0.6 | -4
O=C(N[C@H](C(=O)N1CCC[C@H]1C(=O)NCc1ccccc1)c1ccccc1)C1CCCC1 | -7 | 1.1 | 1
COc1ccccc1CNC(=O)C1CCN(Cc2nc(-c3ccc(Cl)cc3)oc2C)CC1 | -5 | -0.3 | 2
COC(=O)C1=C(c2ccc(OC(F)(F)F)cc2)C[C@@H]2CC[C@H]1N2C(=O)N1CCc2cc(OC)c(OC)cc2C1 | 17 | 1.1 | 3
CCOC(=O)C1=C(C(=O)OCC)C2N(Cc3ccc(Br)cc3)c3ccccc3[C@@]23C[C@@H](C(=O)OC)N(S(=O)(=O)c2ccc(Br)cc2)C3=N1 (stereo partly specified) | 0 | -2.8 | -1
O=C(C(=O)N1CCC(CNS(=O)(=O)c2ccc3ccccc3c2)CC1)c1cc2ccccc2o1 | 0 | 0.7 | 2
O=C1NCN(c2ccccc2)C12CCN(C(c1ccccc1OC(F)(F)F)c1nnnn1C1CCCCC1)CC2 (stereo unspecified) | 0 | 0.9 | 3
O=C(CC[C@H]1O[C@@H](n2ccc(=O)[nH]c2=O)[C@H](O)[C@@H]1O)NCC1CCCO1 (stereo partly specified) | 1 | 3.5 | -1
C[C@@H]1CN([C@@H](C)CO)C(=O)CCCn2cc(nn2)CO[C@H]1CN(C)C(=O)CCC(F)(F)F | -4 | 0.1&1.2&1.2 | -4
O=C1c2ccccc2C2Cc3nnccc3CN12 (stereo unspecified) | 2 | -4.2 | -2
CN(Cc1ccccc1)C(=O)[C@@H]1CCCN1C(=O)[C@@H]1CCCN1C(=O)c1ccccc1 | 15 | -0.3 | -14
O=S1(=O)CC(N2CCN(CCO)CC2)CN1Cc1ccc(F)cc1 (stereo unspecified) | -4 | -1.7 | 5
Cc1cc2nc(C(C)(C)C)c(Cc3ccccc3C(F)(F)F)n2c(C)c1Br | 7 | 0.3 | 5
COc1cc(Cl)c(CNC[C@H]2O[C@@H](n3cnc4c(=O)[nH]c(N)nc43)[C@H](O)[C@@H]2O)c(Cl)c1O | 2 | -7.9 | 2
COc1ccccc1-c1ccc([C@@H]2C[C@H]3[C@H](CON3C)CN2CC2CCCCC2)cc1 | 17 | -1.7 | 6
CC(C)CCC[C@](C)(O)c1ccc(C(=O)O)cc1O | 10 | 0.0 | 2
Nc1ccc(C=Cc2ccc(N)cc2)cc1 | -69 | -2.3 | 11
CC(=O)c1sc(Nc2ccc3c(c2)OCO3)nc1C | 10 | 1.7 | -24
O=C(C[C@@H]1C=C[C@@H](NC(=O)c2cccnc2)[C@@H](CO)O1)NCc1ccncn1 | 1 | 0.4 | -3
COC(=O)[C@@]12C[C@@H](CC(=O)NCC34CC5CC(CC(C5)C3)C4)C(=O)N(Cc3cccc4ccccc34)C1=CCC(C)(C)C2 | 5 | 0.1 | -2
Cc1ccc(S(=O)(=O)N2CCC(=O)N([C@H](COCc3ccc(Cl)cc3)Cc3ccccc3)CC2)cc1 | -2 | 1.3 | 0
Cc1cccc(-c2ccc(O)cc2CN2CCN(c3ncc(Cc4ccccc4)cn3)CC2)c1 | 7 | 1.3 | -3
COCCN1C(=O)[C@H]2C[C@@]13O[C@H](C1CCCCC1)N=C3CC1c3ccccc3C[C@@]12C (stereo partly specified) | -4 | -0.1 | 0
Cc1ccc2nc(-c3ccco3)c(Cc3cccc(Cl)c3)n2c1 | -7 | -3.3 | 12
COCCN1CCCc2nc(-c3ccc(Br)cc3)ccc21 | -11 | -0.5 | -17

Reprinted from the part before: 3 compounds, followed by the next part.
SMILES | CCHFV vOTU inh | TcdB GH inh | PrPC surface inh
COCCN1C(=O)[C@H]2C[C@@]13O[C@H](C1CCCCC1)N=C3CC1c3ccccc3C[C@@]12C (stereo partly specified) | -4 | -0.1 | 0
Cc1ccc2nc(-c3ccco3)c(Cc3cccc(Cl)c3)n2c1 | -7 | -3.3 | 12
COCCN1CCCc2nc(-c3ccc(Br)cc3)ccc21 | -11 | -0.5 | -17
CC1(C(=O)Nc2ccc3c(c2)OCCO3)CSCC(=O)N1CCCn1ccnc1 (stereo unspecified) | 1 | 0.6 | -1
COc1cccc(C(=O)N[C@@H](Cc2cccnc2)C(=O)N2CCC[C@H]2C(=O)NC2CCCC2)c1 | -7 | 1.2 | -5
CCOC(=O)C1=CCN(S(=O)(=O)c2ccc(Cl)cc2)C1c1ccc(C)cc1 (stereo unspecified) | 7 | 0.6 | 1
CCCCCn1nnnc1-c1nc2cc3ccccc3cc2[nH]c1=O | 23 | 1.0 | -2
CC(C)S(=O)(=O)N1Cc2ccc(Br)cc2-n2nncc2C1 | 4 | 0.9 | -8
COC(=O)[C@@]12C[C@@H](CC(=O)NCC3CCCCC3)C(=O)N(Cc3ccco3)C1=CCC(C)(C)C2 | 17 | 1.2 | 2
O=C(NCc1ccccc1)C1C(c2ccccc2)=Nc2ccccc2N1C(=O)c1cccnc1 (stereo unspecified) | 9 | 0.0 | -9
COc1cc2c(c(OC3OC(CO)C(O)C(O)C3O)c1)C(=O)CC(c1ccc(O)cc1)O2 (stereo unspecified) | -2 | 1.1 | -3
O=C(NC1CCCC1)[C@@H]1CCCN1C(=O)[C@@H](NS(=O)(=O)c1ccc(F)cc1F)c1ccccc1 | 25 | 0.8 | -1
COc1ccc2c(c1)C(NC(=O)C(F)(F)F)CC21CCCCC1 (stereo unspecified) | 2 | 1.5 | 7
CN1CCN(C2CN(Cc3cn(Cc4ccccc4F)nn3)S(=O)(=O)C2)CC1 (stereo unspecified) | -4 | 0.2 | -4
COC(=O)C1(C(=O)OC)C/C=C\CCN(S(=O)(=O)c2ccccc2[N+](=O)[O-])CC1 | 8 | -1.3 | 0
COC(=O)[C@]12C[C@H](CC(=O)N3CCN(C(=O)C4CC4)CC3)C(=O)N(Cc3ccccc3)C1=C[C@H](C(C)C)O[C@@H]2C1CC1 | -4 | 1.6 | -3
COCCCNC(=O)CC[C@H]1O[C@@H](n2cnc3c(NC(=O)c4ccccc4)ncnc32)[C@H](O)[C@@H]1O | -3 | 0.2 | 3
COc1ccccc1C(=O)NC1CCCCN(C)C1=O (stereo unspecified) | -6 | 1.3 | -6
C[C@H](CO)N1C[C@H](C)[C@H](CN(C)C(=O)NC2CCCCC2)OCc2cnnn2CCCC1=O | 3 | -0.2&0.6&-0.5 | -2
CC1=C(C(=O)N(C)C)CC(CC(=O)NC2CCCCC2)C(=O)N1Cc1ccc(F)cc1 (stereo unspecified) | -5 | 0.9 | -7
Cc1ccc2nc(-c3cccc(Cl)c3)c(Cc3cccc(F)c3)n2c1 | 1 | 0.0 | -2
COC(=O)[C@]12CCCCC=C1N(Cc1ccco1)C(=O)[C@H](CC(=O)N1CCN(C(=O)C3CC3)CC1)C2 | -6 | 0.8 | 7
CN(CCc1ccccc1)c1cc2c(c3c1ccn3C)C1CCC2O1 (stereo unspecified) | 12 | -4.4 | -5
CC(=O)CC1c2cc(F)ccc2C=C(c2ccsc2)N1c1ccc(C#CC2(O)CCCCC2)cc1 (stereo unspecified) | 11 | 1.0 | 4
Cc1ccc(-c2nc3ccc(Br)cn3c2Cc2ccccc2C(F)(F)F)cc1 | 18 | -12 | 14
O=C(CC[C@H]1O[C@@H](n2cnc3c(NC(=O)c4ccccc4)ncnc32)[C@H](O)[C@@H]1O)NCC(c1ccccc1)c1ccccc1 | 8 | 0.1 | -3
Cc1cnc2ccc(F)cc2c1 | 16 | -2.3 | -3
COc1ccccc1Cc1c(-c2ccc(F)cc2)nc2ccc(C)cn12 | 6 | 0.7 | -9

Record cards, from the list above:
Results for Cc1cnc2ccc(F)cc2c1 → CCHFV vOTU inh: 16; TcdB GH inh: -2.3; PrPC surface inh: -3
Results for COc1ccc2c(c1)C(NC(=O)C(F)(F)F)CC21CCCCC1 (stereo unspecified) → CCHFV vOTU inh: 2; TcdB GH inh: 1.5; PrPC surface inh: 7

Additional entries
SMILES | CCHFV vOTU inh | TcdB GH inh | PrPC surface inh
O=C1c2ccccc2C(c2nnnn2-c2ccc3ccccc3c2)N1C1CC1 (stereo unspecified) | -5 | 1.0 | 1
CC[C@H](C)[C@@H](CO)NC(=O)[C@H]1O[C@@H](n2ccc(N)nc2=O)[C@H](O)[C@@H]1O | 4 | 1.3 | -12
COC(=O)[C@@]12C[C@@H](CC(=O)N3CCOCC3)C(=O)N(Cc3ccco3)C1=CCC(C)(C)C2 | -4 | 1.3 | -7
COC(=O)C1=C(C)N(Cc2ccccc2C(F)(F)F)C(=NCC2CC2)NC1c1ccc(C(F)(F)F)cc1 (stereo unspecified) | 14 | 1.6 | -13
CC(C)(C)OC(=O)N1CCc2onc(-c3ccccc3[N+](=O)[O-])c2C1=O | -1 | 1.2 | -4
Cc1cccc(COC[C@H](Cc2ccccc2)N2CCN(C(=O)c3cccc(Cl)c3)CCC2=O)c1 | 12 | 1.3 | -1
CCCCN1C(=O)C(CC(=O)NC2CCCC2)CC(C(=O)N2CCCCCC2)=C1C (stereo unspecified) | 4 | 1.3 | 0
C=CCCC1CN(Cc2ccc(OC)cc2)S(=O)(=O)c2c(Oc3ccc(OC)cc3)cccc2O1 (stereo unspecified) | 2 | 0.2 | 0
OC(c1ccccc1)(c1ccccc1)C1CCN(CCCOc2cccnc2)CC1 | -6 | 0.7 | -3
